# FLuc stim CS – firefly luciferase counter-screen for stimulation assays; ATPlite luciferase biochemical, luminescence, 10 min; 0 = ATP-free wells, 1 = DMSO control; activation factor at 10 µM; 200,000 tested, under 10 active; AID 1027;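 active means luciferase activation factor, scaled between plate controls, of at least 2 with compound at 10 µM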
# Target sequence (P08659 whole entry, looked up): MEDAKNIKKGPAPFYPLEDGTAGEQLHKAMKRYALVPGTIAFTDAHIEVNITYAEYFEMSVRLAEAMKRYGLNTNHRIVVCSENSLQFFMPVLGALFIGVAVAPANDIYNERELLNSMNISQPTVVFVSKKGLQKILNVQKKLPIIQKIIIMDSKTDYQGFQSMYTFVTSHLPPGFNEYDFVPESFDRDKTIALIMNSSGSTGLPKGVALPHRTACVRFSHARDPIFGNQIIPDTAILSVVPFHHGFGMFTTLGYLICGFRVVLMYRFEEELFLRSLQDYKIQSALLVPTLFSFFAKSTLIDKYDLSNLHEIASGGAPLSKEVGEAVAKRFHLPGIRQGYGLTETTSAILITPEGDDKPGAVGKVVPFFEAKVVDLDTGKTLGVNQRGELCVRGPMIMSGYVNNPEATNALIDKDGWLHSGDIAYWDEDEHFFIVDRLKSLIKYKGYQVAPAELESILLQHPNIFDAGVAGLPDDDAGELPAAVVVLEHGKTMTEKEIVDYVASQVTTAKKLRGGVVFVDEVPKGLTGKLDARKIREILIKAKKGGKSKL
#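 System: luciferase plus luciferin reagent, cell-free; medium: PBS as buffer for the ATP substrate; dosing: test compounds dosed from 2 mM stocks in 100% DMSO; timing: 10 min post-reagent at room temperature; measured by: luminescence measurement of luciferase light output; evaluation: luciferase activation, seen as luminescence increase over controls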
# NF-kB expr up – NF-kB expression increase, human neuronal cells; NF-kB reporter expression; hits give high values; fold change at 12.5 µM; 190,000 compounds, 1.6% hits; AID 1239; in the data active means fold change above about 3.3
# APP 5'UTR act – APP 5'UTR luciferase reporter activation | SH-SY5Y APP 5'UTR luciferase reporter, luminescence; zero percent = DMSO vehicle wells | 190,000 compounds, 1% hits | AID 1276 | activation, % at 2 µM;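 active means activation above a set limit, based on mean plus 3 SD of controls, cut at about 140% in these data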; further: values of inactives mirror those of a sister screen read the other way
# Redox H2O2 prof – compounds producing H2O2 with reducing agent – biochemical, NIH compound library profiling, artefact control for MLSCN library redox annotation, primary screen; activation, % at 10 µM; 200,000 compounds, 0.03% hits; DTT-dependent redox cycling H2O2, phenol red/HRP absorbance; 100% = 100 µM peroxide control, 0% = buffer;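 active means activation of at least 50% relative to the plate's high and low controls in the primary single-dose screen; inactive means activation below 50%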;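 further: compound incubated with DTT at 0.8 mM final as the reducing agent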
# G6PDH counter – inhibits Leuconostoc G6PDH, flagging false hits in G6PDH-based assays | 200,000 compounds, 0.12% hits | inhibition, % at 5 µM | AID 1020 | Purified L. mesenteroides G6PDH, diaphorase/resazurin coupled fluorescence, 45 min; in the data active means inhibition above about 50%
# HMGR II inh – E. faecalis class II HMG-CoA reductase inhibition; 190,000 compounds, 0.41% hits; inhibition, % at 10 µM; purified E. faecalis HMGR, NADPH absorbance 340 nm kinetic; AID 1066;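 active means inhibition above a set limit, the median over all tested compounds plus 3 SD, cut at about 9.5% in these data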;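 further: enzyme runs in reverse so mevalonate oxidation gives rising NADPH absorbance; 0% = complete reaction with DMSO and 100% = background rate lacking mevalonate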
# STAT1 act – activators of IFN-gamma induced STAT1 signaling | NIH 3T3 STAT1-luciferase reporter, luminescence; 100% = IFN-gamma alone, no compound | activation (% of control), % at 5.5 µM | 200,000 compounds, 2.6% hits;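 active means activation above the screen-wide mean activation plus 3 SD, cut at about 130% in these data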;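 further: raw ratio to IFN-gamma control signal so 100% means no change and 0% no light; values of inactives mirror those of a sister screen read the other way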
# FLuc inh counter – inhibits firefly luciferase, flagging false hits in luciferase inhibition screens; P08659; ATPLite firefly luciferase biochemical luminescence, 10 min; inhibition, % at 10 µM; 200,000 compounds, 1.5% hits; AID 1006;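 active means inhibition above about 50% when tested at 10 µM, limit read from the data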
# Hsp70 act – transcriptional activators of Hsp70 | HeLa Hsp70 promoter luciferase reporter, luminescence; scaled: vehicle 0, proteasome-inhibitor control 100% | AID 1203 | 200,000 compounds, 0.04% hits | activation, % at 10 µM;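 active means activation above the mean across all tested compounds plus 3 SD, cutoff set per campaign, cut at about 5.5% in these data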;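 further: 100% = MG132 at 30 µM as the positive control and 0% = DMSO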
# APP transl inh – APP translation inhibition. SH-SY5Y APP 5'UTR-luciferase reporter, luminescence. inhibition, % at 2 µM. 190,000 compounds, 0.82% hits;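 active means inhibition above a set limit, derived from the sample mean plus 3 SD, cut at about 45% in these data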; further: values of inactives mirror those of a sister screen read the other way
# Numbers without * were called inactive; x = not tested or not shown.
SMILES,FLuc stim CS,NF-kB expr up,APP 5'UTR act,Redox H2O2 prof,G6PDH counter,HMGR II inh,STAT1 act,FLuc inh counter,Hsp70 act,APP transl inh
CCS(=O)(=O)N1CCC(C(=O)NCc2ccc(F)cc2Cl)CC1,1.1,0.86,x,3.3,-3,-8,95,-8,-0.5,x
CCCOc1ccc(C2C(=O)N(C3CCCCC3)CC(=O)N2CCCOCC)cc1OC (stereo unspecified),1,0.99,-10,0.7,-6,-2,99,-2,-0.2,10
O=C(CSCC(=O)Nc1nccs1)Nc1ccccc1,1,1.1,11,-0.1,9,-4,108,0,-0.1,-11
O=C(NC1CCCC1)C1CCC(=O)N1CCc1ccccc1 (stereo unspecified),1,1.1,-10,-12,4,-1,98,-4,-0.4,10
O=C(c1nc(-c2ccccc2)n(-c2ccccc2)n1)N1CCCCCC1,1.1,0.73,-2,-0.7,1,1,99,-6,-0.2,2
COc1ccccc1-c1nnc2sc(COc3ccc(Cl)cc3)nn12,1.1,0.88,-12,1.1,-48,4,100,-6,-0.6,12
COc1ccc(-n2nnnc2SCC(=O)N2CCOCC2)cc1,1.1,1.4,-1,-0.3,-11,0,103,-9,0.0,0
COC(=O)N/N=C/c1cc(C)n(-c2ccc(F)cc2)c1C,0.7,2.2,5,-0.4,6,2,114,28,-0.2,-5
CCOC(=O)c1c(-c2ccc(C)s2)csc1N,1.1,1.4,7,-1.3,17,-2,97,-6,-0.2,-8
C/C(=N\NC(=O)CSCc1ccccc1Br)c1cccc([N+](=O)[O-])c1,1,0.87,-1,2.4,-12,-7,102,0,-0.5,1
COc1ccc(Cl)cc1NS(=O)(=O)c1ccc(S(=O)(=O)N2CCCC2)cc1,1,0.91,4,0.6,0,-1,102,0,0.0,-4
Nc1ccc2c(c1)COc1ccccc1O2,1,1.6,23,-0.3,5,2,111,-2,-0.2,-24
COc1cccc(CN(C)CC(=O)NC(=O)NCc2ccco2)c1,1.1,0.85,-16,2.1,-12,-2,105,-6,-0.2,16
CNC(=S)N1CCN(c2nc3ccccc3s2)CC1,0.8,2.4,29,0.6,21,-2,115,18,0.1,-28
CC(C)(C)C(=O)Nc1ccc(C(=O)N/N=C/c2ccccc2OC(=O)c2ccc(Cl)cc2Cl)cc1,1,0.95,-12,1.8,11,2,93,-4,-0.5,12
O=C(NOC(=O)c1cc(Br)ccc1Cl)c1cccs1,1,1.2,-5,-0.1,6,2,102,-3,-0.2,5
COc1ccccc1C(=O)NC(C)C(c1cccs1)N1CCN(C)CC1 (stereo unspecified),1,1.1,14,0.5,-3,2,97,4,0.1,-14
COc1ccc(NC(=O)CN2CCN(CC(=O)Nc3ccccc3Cl)CC2)c(OC)c1,1.1,0.76,x,2.5,7,-2,89,-7,-0.2,x
C[N+]1(CCOS(=O)C23CC4CC(CC(C4)C2)C3)CCOCC1 (stereo unspecified),1,0.82,1,-0.4,3,-5,104,-4,-0.2,0
CCCNC(=O)c1ccccc1NC(=O)Nc1ccccc1C,1,0.89,-9,0.0,2,-7,108,-2,0.0,9
Cc1ccc(OCCNC(=O)/C=C/c2ccccc2)cc1C,1.1,1.4,-4,-0.9,8,-7,90,-6,-0.3,4
COc1ccc(-n2cccc2/C=C2/NC(=O)N(c3cccc(Cl)c3)C2=O)cc1,1,0.86,23,1.0,7,-6,111,-2,-0.3,-23
O=C(Cc1nnc(NC(=O)c2ccccc2)s1)N/N=C/c1ccco1,1.1,1.1,0,0.5,3,-5,102,-6,-0.1,0
CCCn1ncc(CN2CCC(Cc3cccc(F)c3)(C(=O)OCC)CC2)c1C,1,0.83,1,11,6,0,99,-4,-0.2,-1
Cc1ccc(OCC(=O)NC(=S)Nc2cccc(NC(=O)c3ccc(Cl)cc3Cl)c2)cc1,1,1.1,-27,0.9,-22,2,104,-1,0.0,27
Cc1ccc(C(=O)NC(=S)N2CCN(C(=O)OC(C)(C)C)CC2)cc1Br,1,0.94,13,-0.4,4,-2,101,-1,-0.3,-13
[O-]/C(=C(\C(=S)NCc1ccc2c(c1)OCO2)[n+]1ccccc1)c1ccc(Cl)s1,1,0.99,12,-2.6,12,-3,86,-5,-0.3,-12
COC(=O)c1ccc(NC(=O)CSC2=NCCN2)cc1,1.1,0.78,-8,3.5,-13,-6,121,-8,-0.3,8
CC1COC2C(O1)N(S(C)(=O)=O)CCN2S(C)(=O)=O (stereo unspecified),1,0.73,9,-0.7,10,3,98,-3,-0.4,-9
CCOC(=O)C1CCCN(c2c(N3CCN(c4ccccn4)CC3)c(=O)c2=O)C1 (stereo unspecified),1.1,1,-1,-0.3,-21,0,105,-9,0.1,1
O=C(O)CCSc1nc2ccccc2n1CCOc1ccccc1,1,0.99,-16,-1.3,3,1,106,0,0.4,16
COC(=O)c1oc2ccccc2c1NC(=O)c1ccccc1O,1,1,3,-0.1,3,-3,91,-2,-0.4,-3
C=C(C)CSC1=C(C#N)C(c2ccccc2Cl)CC(=O)N1 (stereo unspecified),1,0.84,-1,0.3,6,-2,99,-2,-0.3,1
O=C(Nc1ccn(Cc2ccc(Cl)cc2)n1)c1ccccc1,0.7,2.5,47,-0.3,7,-1,151*,25,-0.2,-46
Cc1ccc(S(=O)(=O)N(C)C)cc1NC(=O)COC(=O)COc1ccccc1[N+](=O)[O-],1.1,1.2,5,-2.4,9,-2,101,-10,0.1,-5
COCC(=O)Nc1ccc(F)cc1,1,1.1,-16,-1.1,7,-3,92,0,-0.1,16
CCc1c(-c2n[nH]c(=S)n2Cc2ccccc2)csc1C,1,1.1,-9,-0.1,16,-2,97,-2,-0.4,9
CN(CC(=O)NCCc1ccc(F)cc1)Cc1cccc(Cl)c1,1,1,4,-3.4,12,-1,100,3,-0.3,-4
CC1=NN(c2ccccc2)C(=O)/C1=C\c1cn(C)c2ccccc12,0.9,0.98,21,-0.1,-2,-12,102,12,-0.3,-21
CC(C)(C)C1CCC(C(=O)OCC(=O)Nc2ccc3[nH]c(=O)[nH]c3c2)CC1 (stereo unspecified),1.1,0.83,11,-0.3,0,0,111,-6,0.1,-11
O=C(CN(C(=O)c1csnn1)c1cccc(F)c1)NCc1ccc(F)cc1,1.1,0.99,2,0.3,15,-3,94,-10,0.0,-2
CCNc1nc(N2CCCCC2)nc(-n2nnc(C(=O)OCC)c2C)n1,1.1,0.8,-8,2.0,-19,-1,102,-7,-0.3,8
N#CCC(=O)NCCCOC(=O)Nc1ccc(Cl)c(Cl)c1,1.1,1,19,0.1,6,-5,101,-7,-0.5,-19
C=CCN(CC=C)C(=O)c1cc(Cl)ccc1[N+](=O)[O-],1,1.1,-11,-0.4,13,-2,95,-4,-0.5,11
S=C(NCc1ccco1)N1CCOCC1,1,1,-16,0.8,7,-3,102,-1,-0.4,16

# Full records from above.
# C=C(C)CSC1=C(C#N)C(c2ccccc2Cl)CC(=O)N1 (stereo unspecified) is listed with FLuc stim CS = 1; NF-kB expr up = 0.84; APP 5'UTR act = -1; Redox H2O2 prof = 0.3; G6PDH counter = 6; HMGR II inh = -2; STAT1 act = 99; FLuc inh counter = -2; Hsp70 act = -0.3; APP transl inh = 1
# COC(=O)c1oc2ccccc2c1NC(=O)c1ccccc1O is listed with FLuc stim CS = 1; NF-kB expr up = 1; APP 5'UTR act = 3; Redox H2O2 prof = -0.1; G6PDH counter = 3; HMGR II inh = -3; STAT1 act = 91; FLuc inh counter = -2; Hsp70 act = -0.4; APP transl inh = -3

# (list continues)
SMILES,FLuc stim CS,NF-kB expr up,APP 5'UTR act,Redox H2O2 prof,G6PDH counter,HMGR II inh,STAT1 act,FLuc inh counter,Hsp70 act,APP transl inh
CCc1cc(C(=O)c2ccccc2OC)c(N)s1,1.1,0.87,11,-0.8,14,-3,101,-6,-0.4,-11
CCCCn1c(SCN2C(=O)c3ccccc3C2=O)nc2cc(S(N)(=O)=O)ccc21,1.1,1.1,73,0.5,-1,-1,105,-7,0.2,-40
N#C/C(=C\c1ccc(F)cc1)c1n[nH]c(Cn2cncn2)n1,1,0.88,4,0.0,0,-5,98,-4,-0.1,-4
CC(C)CCOc1ccc(C2CC(=O)N(C)C2=O)cc1 (stereo unspecified),1,1.4,29,-0.6,8,-4,106,3,-0.3,-29
Cc1cc(C)n2cc(COc3ccccc3)nc2n1,1.1,1.2,-14,-0.1,7,-1,101,-5,-0.2,14
CC(C)c1cc(NCC2CCCO2)n2c(nc3ccccc32)c1C#N (stereo unspecified),1,0.78,-10,-0.3,13,-5,92,0,0.1,10
CC(C)(C)SCCNC(=O)c1ccc(Cl)c([N+](=O)[O-])c1,1,1.2,15,-0.3,18,-3,110,0,-0.1,-15
COc1ccc2[nH]c(C)cc(=O)c2c1,1,1.1,2,-0.8,4,-1,86,-2,-0.4,-2
CCOCc1nc(C)c(Cl)c(NS(=O)(=O)c2ccc(N)cc2)n1,1.1,1.2,-2,1.0,0,-9,96,-6,-0.3,2
CCN(CC)S(=O)(=O)c1ccc(Cl)c(OC)c1,1,0.97,14,0.0,3,-4,92,-2,-0.1,-14
CNC(=O)CSCCn1c(SCC(=O)NC)nc2ccccc2c1=O,1,1.2,1,2.9,-2,2,101,-5,-0.4,-1
Cc1ccc(C2CC(=O)C(C=NCCN3CCN(C(=S)Nc4ccccc4)CC3)=C(O)C2)cc1 (stereo unspecified),1.1,1.1,4,-0.2,0,1,103,-6,-0.1,-4
CC(=O)COc1ccc2c3c(c(=O)oc2c1C)CCCCC3,1.1,1.9,17,1.3,-1,-3,113,-7,-0.4,-17
COCCCN1CC23C=CC(O2)C(C(=O)O)C3C1=O (stereo unspecified),1.1,1.1,10,-0.6,8,0,100,-6,0.2,-10
CN(C)S(=O)(=O)c1cccc(C(=O)NC(=S)N(CCC#N)Cc2cccnc2)c1,1,0.78,-10,-0.2,6,5,96,-1,-0.2,10
O=C(Nc1ccc(Cl)cn1)c1ccc(COCC(F)(F)C(F)F)o1,1.1,1.3,14,0.4,-6,1,105,-5,0.1,-14
CCOc1ccccc1N1CC(C(=O)Nc2ccccc2N2CCOCC2)CC1=O (stereo unspecified),1,0.86,10,2.0,12,-1,102,2,0.1,-10
CCN1CCC2(CC1)N=C(c1ccc(F)cc1)C(=S)N2C(=O)c1ccc(C(C)(C)C)cc1,1,0.65,-18,0.6,3,-5,108,-3,0.3,18
CCOC(=O)C1=C(C)N(C)C(C)=C(C(=O)OCC)C1c1cccnc1,1,1.1,-8,-0.5,5,1,92,4,0.1,8
CCn1c(O)c(N=NC(=O)Cc2csc(N3CCOCC3)n2)c2ccccc21,1.1,0.97,16,-2.8,2,2,92,-8,0.0,-16
CCC(C)NS(=O)(=O)c1ccc(NC(=O)Cc2ccc(OC)cc2)cc1 (stereo unspecified),1,1.1,-3,-0.3,14,-2,90,-5,0.0,3
CC(=O)Oc1c(C(=O)c2nnc(C)o2)c(=O)n(Cc2ccccc2)c2ccccc12,1.1,1.1,-5,0.5,2,-4,102,-7,-0.3,5

# STAT1 act: hit marks shown above.
Molecule	NF-kB expr up	APP 5'UTR act	Redox H2O2 prof	HMGR II inh	STAT1 act	Hsp70 act	APP transl inh
O=C(Nc1ccn(Cc2ccc(Cl)cc2)n1)c1ccccc1	2.5	47	-0.3	-1	151*	-0.2	-46
